RGS4 pot: RGS4 potentiators or activators, primary screen, cell-based, HEK293 M3R inducible RGS4, calcium flux. carbachol calcium flux Fluo4; active compounds read low. B-score at 10 µM. hit rate 0.92% among 310,000;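 active = B-score of the integrated calcium signal more than 4 SD below the library mean, with starting fluorescence not abnormally high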;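 also: negative B-score means reduced calcium response which marks RGS4 activation or potentiation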
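test system = M3R-expressing HEK293 line, RGS4 induced by doxycycline | probe or stimulus = carbachol at ECmax as muscarinic agonist stimulus | timing = dye loading 30 min 37 °C, buffer rest 30 min RT | signal = calcium dye Fluo4 fluorescence | evaluation = B score from integrated fluorescence ratio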
MrgX1 PAM: positive allosteric modulators of MrgX1, primary screen, HEK293 cells, Fluo-4 calcium flux | hit rate 0.63% among 310,000 | Mas-related G-protein coupled receptor member X1 (Homo sapiens), Q96LB2 | FDSS; active compounds read high | AID 588675, 2011 | B-score at 10 µM;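 active = plate-corrected calcium response at least 3 library SD above typical, normal starting fluorescence, not activating the receptor alone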;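 also: compound read alongside a low EC10 to EC30 dose of BAM8-22 agonist; peak minus trough fluorescence over baseline measured at the second addition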
KCNQ1 inh: inhibitors of human KCNQ1 channel, primary screen, cell-based, thallium flux, high-throughput; B-score at 10 µM; hit rate 1.3% among 310,000; CHO-K1 KCNQ1, FluxOR thallium flux fluorescence; active compounds read high;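 active = compounds whose thallium flux B-score, printed positive for inhibition, exceeds three library SD while starting fluorescence stays within three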;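 also: channel opened by potassium depolarization with thallium stimulus after 20 min compound exposure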
TMEM16A act: TMEM16A chloride channel activators or potentiators, primary screen, cell-based, HTS; HEK293 TMEM16A/YFP-H148Q/I152L, iodide quench fluorescence; active compounds read low; hit rate 0.3% among 340,000; AID 623877, 2012; Anoctamin-1 (Mus musculus), Q8BHY3; B-score at 10 µM;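 active = fluorescence-ratio B-score plate-corrected deviation score at least 3 library SD below zero, with starting fluorescence score within 5 deviations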;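 also: channel opened by trigger with iodide after compound preincubation; score built on the fluorescence ratio of max minus min over baseline; more negative score means more quench and so TMEM16A activation or potentiation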
MrgX1 ag: agonists of human MrgX1 receptor, primary screen, HEK293 cells, Fluo-4 calcium flux. AID 588627, 2011. hit rate 0.44% among 310,000. Mas-related G-protein coupled receptor member X1 (Homo sapiens), Q96LB2. Fluo-4 calcium fluorescence, agonist mode; active compounds read high. B-score at 10 µM;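 active = calcium response B-score plate-corrected fluorescence ratio at least 3 library SD, with starting fluorescence B-score inside 5 SD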
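Material: MrgX1-expressing HEK293 cells; input: 15,000 cells per well; doses: test compound given as first of three sequential additions; schedule: overnight plating before 1 h dye loading; technique: Fluo-4 NW calcium-flux fluorescence, kinetic read; evaluation: baseline-normalised fluorescence change ratio, B-scored; control set: plate-wise positive and negative controls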
KCNK3 block: human KCNK3 channel inhibitors, primary screen, CHO cells, FluxOR thallium flux, B-score; Potassium channel subfamily K member 3 (Homo sapiens), O14649; FluxOR fluorescence; active compounds read low; B-score at 10 µM; hit rate 0.84% among 340,000; AID 602410, 2012;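 active = B-score under library mean minus 4 SD, starting fluorescence ratio at most library mean plus 5 SD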;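 also: more negative B-score means stronger inhibition of thallium flux through KCNK3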
KCNQ1 act: potentiators or activators of KCNQ1 channel, primary screen, cell-based, thallium flux, high-throughput; Potassium voltage-gated channel subfamily KQT member 1 (Homo sapiens), P51787; hit rate 0.35% among 310,000; CHO-K1 KCNQ1, thallium flux FluxOR fluorescence; active compounds read high; AID 2648, 2010; B-score at 10 µM;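 active = fluorescence ratio B-score, a plate-corrected score, at least three library SD, with initial intensity B-score within 5 SD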
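assay system = KCNQ1-transfected CHO-K1 cells | medium = assay buffer with matched DMSO | probe or stimulus = depolarizing K+/Tl+ stimulus, K2SO4 and Tl2SO4 each 12.5 mM in 5x stock | dosing = single dose | incubation = dye 90 min, compound 20 min, room temperature | detection = kinetic FluxOR fluorescence, 10 s baseline plus 110 s post-stimulus | evaluation = ratio B score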
hERG rescue: hERG rescue from dofetilide block, primary screen, cell-based, CHO-hERG, FluxOR thallium flux, dofetilide IC70 | Voltage-gated inwardly rectifying potassium channel KCNH2 (Homo sapiens), Q12809 | dofetilide IC70 present | activation (rescue from dofetilide block), less the hit threshold, % at 10 µM | hit rate 0.51% among 310,000;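 active = activation above the mean of controls blocked by dofetilide plus 5 SD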;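 also: thallium influx through hERG after potassium depolarization seen as dye fluorescence rise; in these data hits start at about 4.7%; inactives centre near -7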
Target sequence (Q12809 whole entry, looked up): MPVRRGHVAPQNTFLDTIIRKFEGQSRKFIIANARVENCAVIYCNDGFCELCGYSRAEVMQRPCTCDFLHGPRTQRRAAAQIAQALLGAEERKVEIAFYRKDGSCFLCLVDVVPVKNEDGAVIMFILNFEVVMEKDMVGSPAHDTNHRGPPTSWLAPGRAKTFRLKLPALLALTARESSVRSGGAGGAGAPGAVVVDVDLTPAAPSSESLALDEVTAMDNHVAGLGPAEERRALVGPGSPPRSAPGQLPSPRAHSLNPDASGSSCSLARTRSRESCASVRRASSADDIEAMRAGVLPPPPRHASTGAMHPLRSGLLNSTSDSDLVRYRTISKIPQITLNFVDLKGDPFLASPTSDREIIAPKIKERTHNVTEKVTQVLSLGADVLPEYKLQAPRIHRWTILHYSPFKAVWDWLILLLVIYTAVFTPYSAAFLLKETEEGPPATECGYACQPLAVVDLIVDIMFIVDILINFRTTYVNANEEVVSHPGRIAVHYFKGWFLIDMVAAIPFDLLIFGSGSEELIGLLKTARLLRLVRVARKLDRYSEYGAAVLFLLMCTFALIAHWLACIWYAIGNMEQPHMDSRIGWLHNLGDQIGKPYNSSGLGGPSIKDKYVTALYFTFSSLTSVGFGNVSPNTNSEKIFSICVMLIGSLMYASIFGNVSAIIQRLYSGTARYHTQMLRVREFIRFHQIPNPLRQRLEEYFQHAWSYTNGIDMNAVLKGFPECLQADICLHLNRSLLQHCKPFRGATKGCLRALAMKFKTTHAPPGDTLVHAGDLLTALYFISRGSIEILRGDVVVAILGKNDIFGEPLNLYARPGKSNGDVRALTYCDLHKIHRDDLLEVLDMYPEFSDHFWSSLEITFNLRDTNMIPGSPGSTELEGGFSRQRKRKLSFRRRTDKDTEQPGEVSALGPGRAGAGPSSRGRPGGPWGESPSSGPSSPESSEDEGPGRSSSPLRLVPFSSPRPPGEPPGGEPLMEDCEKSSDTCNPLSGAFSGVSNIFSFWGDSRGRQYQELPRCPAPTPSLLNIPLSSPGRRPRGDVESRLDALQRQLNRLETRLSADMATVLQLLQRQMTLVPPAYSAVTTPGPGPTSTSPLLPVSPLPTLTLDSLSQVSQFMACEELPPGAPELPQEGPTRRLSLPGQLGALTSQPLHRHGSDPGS
ANO1 block: TMEM16A chloride channel inhibitors, primary screen, cell-based, HTS. Anoctamin-1 (Mus musculus), Q8BHY3. HEK293 TMEM16A/YFP iodide influx fluorescence, ionomycin. normalized B-score (activity score, 25-100; higher = stronger inhibition) at 10 µM. hit rate 1.2% among 310,000;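 active = ratio plate-corrected score three or more library SD toward inhibition, starting fluorescence score within five deviations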;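 also: score derived from kinetic fluorescence span divided by baseline fluorescence per well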
KCNK9 block: KCNK9 potassium channel inhibitors, primary screen, HEK293 cells, thallium flux; Potassium channel subfamily K member 9 (Homo sapiens), Q9NPC2; FluxOR thallium flux fluorescence; active compounds read low; B-score at 10 µM; hit rate 1.2% among 310,000;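 active = ratio B-score over 3 SD below the library mean, with starting fluorescence within 5 SD of its mean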;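 also: negative B-score means less thallium flux so channel inhibition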
RGS4 inh: RGS4 inhibitors, primary screen, cell-based, HEK293 M3R inducible RGS4, calcium flux. Fluo-4 calcium flux; active compounds read high; triggered by carbachol at its EC20. hit rate 0.45% among 310,000. B-score at 10 µM;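 active = B-score, a plate-corrected calcium signal, over three deviations above library mean, with baseline fluorescence within five deviations of library mean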;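 also: RGS4 expression induced by doxycycline in cells with stable M3 receptor; B-score is computed from the integrated fluorescence ratio over baseline after carbachol; higher B-score means a larger calcium signal and so more RGS4 inhibition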
Active calls of the source: *; i = inactive; x = not tested or not shown.

SMILES	RGS4 pot	MrgX1 PAM	KCNQ1 inh	TMEM16A act	MrgX1 ag	KCNK3 block	KCNQ1 act	hERG rescue	ANO1 block	KCNK9 block	RGS4 inh
O=S(=O)(c1ccc2c(c1)oc1ccccc12)N1CCOCC1	i	i	i	i	i	i	i	-1	i	i	i
O=C(NCc1ccco1)c1cnn2c(C(F)(F)F)cc(-c3ccco3)nc12	i	i	i	i	i	i	i	-5	i	i	i
CCn1c(SCC(=O)NCCc2ccc(F)cc2)nnc1-c1cccs1	i	i	i	i	i	i	i	-10	i	i	i
COc1cc(OC)c(NC(=O)CCNC(=O)Cn2cnc3ccccc3c2=O)cc1Cl	i	i	i	i	i	i	i	-1	i	i	i
CC1CCN(C(=O)C2CCN(S(=O)(=O)c3ccc(-n4cnnn4)cc3)CC2)CC1	i	i	i	i	i	i	i	-1	i	i	i
COCCNc1nc(Cl)c(C#N)s1	i	i	i	i	i	i	i	-1	i	i	i
CC(=O)c1c(C)c(C)c2n1CCn1c(C)ccc1-2	i	i	i	i	i	i	i	-4	i	i	i
COc1ccc(N(C)S(=O)(=O)c2cccc(C(=O)Nc3nc4ccccc4[nH]3)c2)cc1	i	i	i	i	i	i	i	-20	i	i	i
Nc1ccc2nc(-c3cccnc3)[nH]c2c1	i	i	i	i	i	i	i	-9	i	i	i
CN(C)S(=O)(=O)c1cc(NC(=O)CSc2nn(-c3ccc(Cl)cc3)c(=S)s2)ccc1Cl	i	i	i	i	i	i	i	-12	i	i	i
CC(NC(=O)CCNC(=O)c1ccco1)c1ccc(F)cc1 (stereo not drawn)	i	i	i	i	i	i	i	2	i	i	i
NC(=O)CSc1nnc(-c2ccncc2)n1-c1ccc(Cl)cc1	i	i	i	i	i	i	i	-10	i	i	i
COc1cc(NS(=O)(=O)c2ccc3c(c2)n(C)c(=O)n3C)cc(OC)c1	i	i	i	i	i	i	i	-5	i	i	i
COc1ccc(C2(O)C(=O)Nc3ccccc32)cc1 (stereo not drawn)	i	i	i	i	i	i	i	4.6*	i	i	i
CN1CCN(c2ccc([N+](=O)[O-])cc2C(=O)c2ccc(Cl)cc2)CC1	i	i	i	i	i	i	i	-3	i	i	i
O=[N+]([O-])c1cccc(/C=N/N2CCN(Cc3ccc(Cl)cc3)CC2)c1	i	i	i	i	i	i	i	-3	i	i	i
CCOC(=O)Cn1c(-c2cccnc2Cl)nc2ccccc21	i	i	i	i	i	i	i	-9	i	i	i
CSc1ccc(S(=O)(=O)NCC(=O)OCC(=O)N2CCCCC2C)cc1[N+](=O)[O-] (stereo not drawn)	i	i	i	i	i	i	i	-14	i	i	i
Cc1ccc2c(c1)c1c(n2CC(O)CN2CCCCCC2)CCCC1 (stereo not drawn)	i	i	i	i	i	i	i	-6	i	i	i
O=C(NCc1ccccc1)c1ccc(S(=O)(=O)C(F)F)cc1	i	i	i	i	i	i	i	-6	i	i	i
O=C(CN(C(=O)CCC(=O)Nc1nccs1)c1ccccc1F)NCCc1ccccc1	i	i	i	i	i	i	i	-5	i	i	i
CC(C)c1ccc(NC(=O)Nc2cc3sccc3n2C)cc1	i	i	i	i	i	i	i	-6	i	i	i
O=C(Cn1cnc2ccccc2c1=O)Nc1cccc(-c2nnc3n2CCCCC3)c1	i	i	i	i	i	i	i	-5	i	i	i
NNC(=O)/C=C/c1ccc(Cl)cc1Cl	i	i	i	i	i	i	i	-10	i	i	i
Cc1ccc(NC(=S)Nc2ccc3[nH]c(=O)[nH]c3c2)cc1	i	i	i	i	i	i	i	-13	i	i	i
O=[N+]([O-])c1cnccc1Nc1ccc(Cl)cc1	i	i	i	i	i	i	i	1	i	i	i
CCOC(=O)CSc1ccc(C(=O)NCCN2CCOCC2)cc1[N+](=O)[O-]	i	i	i	x	i	i	i	-7	i	i	i
CCn1c(SCC(=O)Nc2oc(-c3ccccc3)c(-c3ccccc3)c2C#N)nnc1-c1ccco1	i	i	i	i	i	i	i	-11	i	i	i
CC(c1ccccc1)C1CC(=O)N(Cc2ccccc2)C1=O (stereo not drawn)	i	i	i	i	i	i	i	-18	i	i	i
CN(c1ccccc1)S(=O)(=O)c1cccc(NC(=O)Nc2ccc(Cl)cc2C#N)c1	i	i	i	i	i	i	i	-13	i	i	i
CCOC(=O)N1CCN(S(=O)(=O)N2CCCC(C(=O)NC(C)c3ccccc3)C2)CC1 (stereo not drawn)	i	i	i	i	i	i	i	-4	i	i	i
COc1ccc(C(=O)CCC(=O)Nc2cccnc2)cc1	i	i	i	i	i	i	i	-10	i	i	i
Cn1c(SCC(=O)NCCc2ccccc2)nc2c([nH]c3ccccc32)c1=O	i	i	i	i	i	i	i	-12	i	i	i
CC(=O)N(c1cccc(Br)c1)c1nc(C)cc(C)c1C#N	i	i	i	i	i	i	i	-3	i	i	i
CCOC(=O)C1=C(COC(=O)c2cc(Br)c(Br)s2)NC(=O)NC1C (stereo not drawn)	i	9.8*	i	i	i	i	i	-20	i	i	i
O=C(N/N=C/c1ccco1)c1ccccc1OCc1ccccc1Cl	i	i	i	i	i	i	i	-9	i	i	i
CCCOc1ccc(N/C=C/C(=O)c2ccc(OC)c(OC)c2)cc1	i	i	i	i	i	i	i	-2	i	i	i
CC1(C)CC2CC(C)(CN2S(=O)(=O)c2cccc(C(=O)OCC(=O)NC(N)=O)c2)C1 (stereo not drawn)	i	i	i	i	i	i	i	-8	i	i	i
CC1CN(C(=O)CCC(=O)NC(C)c2ccccc2)c2cc(Cl)ccc2O1 (stereo not drawn)	i	i	i	i	i	i	i	-9	i	i	i
Nc1nc(-c2ccc(Br)cc2)cs1	i	i	i	i	i	i	i	-4	i	i	i
COC(=O)C1=C(C(=O)OC)[C@@H]2Nc3ccccc3[C@@]23C[C@@H](C(=O)OC)N(C(C)=O)C3=N1	i	i	i	i	i	i	i	-8	i	i	i
COc1ccc([N+](=O)[O-])cc1/C=N/NC(=O)CNC(=O)C(c1ccccc1)c1ccccc1	i	i	i	i	i	i	i	-13	i	i	i
O=c1c2ccccc2c(=O)n2n1Cc1ccccc1C2	i	i	i	i	i	i	i	-12	i	i	i
CC(C)(C)C1CCC(=NNC(=O)c2ccccc2-n2cccc2)CC1 (stereo not drawn)	i	i	i	i	i	i	i	-10	i	i	i
Cc1c(/C=N/NC(N)=O)c2ccccn2c1C(=O)c1ccncc1	i	i	i	i	i	i	i	-7	i	i	i
CC1CN(c2nc3c(c(=O)n(Cc4ccc(Cl)c(Cl)c4)c(=O)n3C)n2C)CC(C)O1 (stereo not drawn)	i	i	i	i	i	i	i	-9	i	i	i
O=C(N/N=C/c1ccc(Cl)c([N+](=O)[O-])c1)c1cc(-c2ccc3c4c(cccc24)CC3)n[nH]1	i	i	i	i	i	i	i	-8	i	i	i
COc1ccc(CCNC(=O)CN2C(=O)c3ccccc3S2(=O)=O)cc1OC	i	i	i	i	i	i	i	-4	i	i	i
Cc1ccc(CN2CCN(CC(=O)N3CCC(C(N)=O)CC3)C2=O)cc1	i	i	i	i	i	i	i	-6	i	i	i
COc1ccc(CNC(=O)COc2ccc(S(=O)(=O)N3CCCCC3)cc2)cc1	i	i	i	i	i	i	i	-8	i	i	i
CCOC(=O)c1sc(NC(=O)c2ccccc2C(=O)O)c(C(=O)OCC)c1C	i	13*	i	i	i	i	8*	-2	i	i	i
CCCCn1c(-c2cccs2)nc2nc3ccccc3nc21	i	i	i	i	i	i	i	-9	i	i	i
S=c1[nH]nc(-c2ccccc2Cl)n1/N=C/C=C/c1ccco1	-8.2*	i	i	i	i	i	i	-12	i	i	i
Clc1cccc(Cl)c1-c1nnc2ccc(N3CCOCC3)nn12	i	i	i	i	i	i	i	3	i	i	i
Cc1cccc(-n2cc3c(=O)n(C)c(=O)n(C)c3c2)c1	i	i	i	i	i	i	i	-5	i	i	i
Cc1ccc(-c2cc(C(F)F)n3ncc(C(=O)N4CCc5ccccc5C4)c3n2)cc1	i	i	i	i	i	i	i	-12	i	i	i
C/C(=N\NC(=O)c1csc(C)c1C)c1ccco1	i	i	i	i	i	i	i	-11	i	i	i
CCc1ccc(NC(=O)C(C)OC(=O)CC(NC(C)=O)c2ccccc2)cc1 (stereo not drawn)	i	i	i	i	i	i	i	-5	i	i	i
Cc1ccc2c(c1)c1c(n2CC(O)Cn2c(C)nc3ccccc32)CCCC1 (stereo not drawn)	i	i	i	i	i	i	i	-15	i	i	i
Cc1cc(C)n2nc(NCc3ccccc3)nc2n1	i	i	i	i	i	i	i	-14	i	i	i
CC(=O)c1cc2c(cc1NC(=O)C1CC=CCC1C(=O)O)OCO2 (stereo not drawn)	i	i	i	i	i	i	i	-7	i	i	i
O=C(NCCN1CCOCC1)C(=O)NCC1OCCN1S(=O)(=O)c1ccc(F)cc1 (stereo not drawn)	i	i	i	i	i	i	i	-1	i	i	i
CC1=C(C(=O)OCc2ccccc2)C(c2cccc([N+](=O)[O-])c2)NC(=O)N1 (stereo not drawn)	i	i	i	i	i	i	i	-6	i	i	i

Screening results: PubChem BioAssay, Johns Hopkins Ion Channel Center
